High-throughput results (PubChem)
TRHR agonist = agonists of human TRH receptor | P34981 | TRHR cells, calcium flux fluo-8, FDSS agonist mode | activation, % at 2 µM | 360,000 tested, 0.18% active | AID 493084; also: 0% is about no effect
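Fluo-8-loaded TRHR cells; 10 s baseline, compound added, kinetic Ca2+ fluorescence read 1/s, agonist mode.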
D2 ag = agonists of human D2 dopamine receptor; P14416; HEK293 T-REx D2 cells, calcium flux agonist mode; 340,000 tested, 0.53% active; activation, % at 2 µM;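 active = activation over 3 SD above normal in the single-dose calcium agonist read, cut at about 30% in these data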; also: 0% is about no effect
Target sequence (P14416 whole entry, looked up): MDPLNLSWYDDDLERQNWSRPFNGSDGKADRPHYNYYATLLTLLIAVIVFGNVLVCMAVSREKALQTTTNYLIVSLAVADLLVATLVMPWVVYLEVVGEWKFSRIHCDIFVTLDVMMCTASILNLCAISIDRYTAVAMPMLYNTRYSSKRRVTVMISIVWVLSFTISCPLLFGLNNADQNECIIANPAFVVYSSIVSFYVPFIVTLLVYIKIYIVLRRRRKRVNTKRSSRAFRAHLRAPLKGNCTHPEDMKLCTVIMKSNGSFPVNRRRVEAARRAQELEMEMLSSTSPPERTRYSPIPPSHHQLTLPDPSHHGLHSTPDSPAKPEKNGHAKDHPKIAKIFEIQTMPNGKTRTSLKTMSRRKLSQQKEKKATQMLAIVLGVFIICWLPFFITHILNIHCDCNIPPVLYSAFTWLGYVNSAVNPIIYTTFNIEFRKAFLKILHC
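Calcium-flux readout, 1 cycle/sec over 180 s following compound pin transfer, in inducible HEK293 Trex D2 cells (force-coupled); dopamine controls included. Positive calcium responses during this window marked compounds as potential agonists.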
D2 antagonist = D2 dopamine receptor (human) antagonism | 340,000 tested, 2% active | HEK293 TREx D2 cells, calcium flux, dopamine EC80 | inhibition, % at 10 µM | AID 485344; in the data active = inhibition above about 30%; also: 0% is about no effect
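Measurement of antagonist activity uses fluorescent calcium dye in inducible HEK293 T-REx D2 cells: 10 s baseline, compound addition with 180 s read, EC80 dopamine addition with a further 180 s read.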
TRHR enhancer = TRH receptor (human) allosteric enhancement; enhancement, % at 2 µM; AID 493056; TRHR cells, fluo-8 calcium fluorescence, EC20 TRH enhancement; 360,000 tested, 0.66% active; P34981; in the data active = enhancement above about 30%; also: 0% is about no effect
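TRHR-expressing cells loaded with fluo-8 calcium dye were read kinetically (ex 480/em 530) during compound addition, then stimulated with an EC20 of TRH (10 nM final). Enhancement of the Gq-mediated intracellular calcium response was scored.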
D1 antagonist = human D1 dopamine receptor antagonism; 360,000 tested, 3.2% active; activity change, negative = inhibition, % at 10 µM; HEK293 TREx D1 cells, calcium flux, dopamine EC80; active compounds read low; AID 504652; in the data active = activity change below about -30%; also: % is scaled to controls: 0 for no effect and ±100 for the full control effect
Target sequence (P21728 whole entry, looked up): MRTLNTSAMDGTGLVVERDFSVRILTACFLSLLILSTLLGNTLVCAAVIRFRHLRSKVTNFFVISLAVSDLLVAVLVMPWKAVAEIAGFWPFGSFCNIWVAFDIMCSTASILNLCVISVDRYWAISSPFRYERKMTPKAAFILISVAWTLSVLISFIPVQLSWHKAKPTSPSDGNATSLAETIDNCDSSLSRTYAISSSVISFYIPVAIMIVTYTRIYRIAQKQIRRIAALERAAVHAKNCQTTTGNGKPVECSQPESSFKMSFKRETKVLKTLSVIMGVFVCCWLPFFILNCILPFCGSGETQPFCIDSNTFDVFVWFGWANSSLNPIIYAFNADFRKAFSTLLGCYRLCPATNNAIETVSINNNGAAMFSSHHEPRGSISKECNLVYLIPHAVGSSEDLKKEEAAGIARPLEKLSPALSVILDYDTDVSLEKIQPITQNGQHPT
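Compound effects on dopamine-evoked calcium signalling were measured in tetracycline-induced HEK293 Trex D1 cells. Dopamine at EC80 followed a 180 s compound pre-read, and fluorescence was tracked kinetically for 180 s more.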
D1 agonist = human D1 receptor agonism | HEK293 T-REx D1 cells, calcium flux, agonist mode | P21728 | activation, % at 2 µM | 360,000 tested, 1% active; also: 0% is about no effect
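Agonism was scored from calcium flux recorded over 180 s (1 read/s) after pintool compound addition, following a 10-cycle baseline. Cells were inducible force-coupled HEK293 TREx D1, plated overnight at 30 C and loaded with no-wash calcium dye.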
D1 potentiator = enhances dopamine response at the human D1 receptor; HEK293 TREx D1 cells, calcium flux, dopamine EC20 potentiation; potentiation, % at 10 µM; 360,000 tested, 0.036% active; in the data active = potentiation above about 30%; also: 0% is about no effect
RXFP1 antag = antagonists of human relaxin receptor RXFP1 | Q9HBX9 | HEK293-RXFP1, relaxin-stimulated cAMP HTRF, 30 min; active compounds read low | activity change, negative = inhibition, % at 57.5 µM | 350,000 tested, 0.59% active;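 active = activity change of -60% or lower, but not beyond a set lower limit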; also: % is scaled to controls: 0 for no effect and ±100 for the full control effect
D2 potentiator = D2 dopamine receptor (human) potentiation | HEK293 T-REx D2, calcium flux, EC20 dopamine potentiation | potentiation, % at 10 µM | 340,000 tested, 0.34% active;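 active = potentiation over 3 SD above the plate norm, cut at about 30% in these data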; also: 0% is about no effect
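Using a no-wash calcium dye in inducible, force-coupled HEK293 Trex cells expressing D2, we tracked fluorescence each second for 180 s after compound, then for 180 s after EC20 dopamine to detect augmented signalling.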
* marks the source's active call; other numbers are inactive results; / = not tested or not shown; & = joins results of further samples. Rule as the data show it, unless noted: active = activation above about 30%; inactive = the rest.

Preview:
SMILES	TRHR agonist	D2 ag	D2 antagonist	TRHR enhancer	D1 antagonist	D1 agonist	D1 potentiator	RXFP1 antag	D2 potentiator
COC(=O)c1ccc(CNC(=O)N2CCN(S(=O)(=O)c3ccc(C)cc3)CC2)cc1	-0.2	0.2	-21	10	-24	2	-4	-7	7
Cc1ccccc1/C=N/NC(=O)CSc1nc2ccccc2o1	-0.6	-0.4	-6	4	-19	4	-8	-9	-5
Cc1cc2ncn(CC3CC3(Cl)Cl)c2cc1C (configuration not stated)	0.6	-0.8	10	-5	-17	0	-3	-19	4
O=C(CCSc1ccccc1)NCCSCc1ccccc1	-0.3	/	/	-1	5	3	-1	-5	/
CCn1ncc(/C=C/C(=O)Nc2c(C)nn(CC)c2C)c1C	-0.3	/	/	0	7	2	-2	-1	/
NNC(=O)CCN1CCN(Cc2ccccc2)CC1	0.4	/	/	-1	/	-1	1	-15	/
COc1ccc2c(c1)c(CC(=O)Nc1ccc(C(C)=O)cc1)c(C)n2C(=O)c1ccc(Cl)cc1	0.8&1.2	0.9&0.5	7	-4&0	-1&27	1&3	-1&-3	3&-16	-13&-2
CCc1nc2sccc2c(=O)n1N	0.5	0.4	-9	-1	-3	2	-1	8	5
COc1ccccc1NC(=O)CSc1nc2ccccc2c2nc(-c3ccccc3)nn12	-0.1	0.0	/	3	6	0	-3	-12	10
CCN1CCN(c2cc(C)c3cc(NC(=S)NCCN(C)C)ccc3n2)CC1	0.8	1.1	-5	-2	6	1	-7	-4	6
COc1cc2c(=O)n(Cc3ccccc3)c(=O)n(CC(=O)NCC3CCCO3)c2cc1OC (configuration not stated)	-0.1	0.4	0	-4	2	4	-10	-6	3
Cc1ccc(OCC(=O)N2CC3(C)CC2CC(C)(C)C3)cc1 (configuration not stated)	0.9	0.3	12	4	13	0	-4	-2	0
CN1CCN(C(=O)CN(c2cccc(Cl)c2)S(=O)(=O)c2ccccc2)CC1	0.5	0.2	-4	0	-1	2	-1	-1	6
COc1ccc(S(=O)(=O)N/N=C\c2ccccc2F)cc1	0.5	0.2	-5	3	-10	9	3	3	11
CCC1CCc2nc3sc(C(=O)Nc4ccc(F)c(Cl)c4)c(N)c3cc2C1 (configuration not stated)	0.1	2.1	/	1	7	3	-1	/	-6
COc1cc(NC(=O)CCS(=O)(=O)c2ccc3c(c2)oc(=O)n3C)cc(OC)c1OC	-0.1	0.6	12	-5	4	5	0	17	-2

The list itself (from the top)
SMILES	TRHR agonist	D2 ag	D2 antagonist	TRHR enhancer	D1 antagonist	D1 agonist	D1 potentiator	RXFP1 antag	D2 potentiator
COC(=O)c1ccc(CNC(=O)N2CCN(S(=O)(=O)c3ccc(C)cc3)CC2)cc1	-0.2	0.2	-21	10	-24	2	-4	-7	7
Cc1ccccc1/C=N/NC(=O)CSc1nc2ccccc2o1	-0.6	-0.4	-6	4	-19	4	-8	-9	-5
Cc1cc2ncn(CC3CC3(Cl)Cl)c2cc1C (configuration not stated)	0.6	-0.8	10	-5	-17	0	-3	-19	4
O=C(CCSc1ccccc1)NCCSCc1ccccc1	-0.3	/	/	-1	5	3	-1	-5	/
CCn1ncc(/C=C/C(=O)Nc2c(C)nn(CC)c2C)c1C	-0.3	/	/	0	7	2	-2	-1	/
NNC(=O)CCN1CCN(Cc2ccccc2)CC1	0.4	/	/	-1	/	-1	1	-15	/
COc1ccc2c(c1)c(CC(=O)Nc1ccc(C(C)=O)cc1)c(C)n2C(=O)c1ccc(Cl)cc1	0.8&1.2	0.9&0.5	7	-4&0	-1&27	1&3	-1&-3	3&-16	-13&-2
CCc1nc2sccc2c(=O)n1N	0.5	0.4	-9	-1	-3	2	-1	8	5
COc1ccccc1NC(=O)CSc1nc2ccccc2c2nc(-c3ccccc3)nn12	-0.1	0.0	/	3	6	0	-3	-12	10
CCN1CCN(c2cc(C)c3cc(NC(=S)NCCN(C)C)ccc3n2)CC1	0.8	1.1	-5	-2	6	1	-7	-4	6
COc1cc2c(=O)n(Cc3ccccc3)c(=O)n(CC(=O)NCC3CCCO3)c2cc1OC (configuration not stated)	-0.1	0.4	0	-4	2	4	-10	-6	3
Cc1ccc(OCC(=O)N2CC3(C)CC2CC(C)(C)C3)cc1 (configuration not stated)	0.9	0.3	12	4	13	0	-4	-2	0
CN1CCN(C(=O)CN(c2cccc(Cl)c2)S(=O)(=O)c2ccccc2)CC1	0.5	0.2	-4	0	-1	2	-1	-1	6
COc1ccc(S(=O)(=O)N/N=C\c2ccccc2F)cc1	0.5	0.2	-5	3	-10	9	3	3	11
CCC1CCc2nc3sc(C(=O)Nc4ccc(F)c(Cl)c4)c(N)c3cc2C1 (configuration not stated)	0.1	2.1	/	1	7	3	-1	/	-6
COc1cc(NC(=O)CCS(=O)(=O)c2ccc3c(c2)oc(=O)n3C)cc(OC)c1OC	-0.1	0.6	12	-5	4	5	0	17	-2
Cc1c(C(=O)N2CCCCCC2)c(S(=O)(=O)Nc2cccc(C#N)c2)c(C)n1C	0.3	-0.8	/	-7	26	2	-4	-16	12
O=C(Nc1ccc2c(c1)OCO2)Nc1ccc(Br)cn1	1.7	0.1	-11	-4	9	5	-2	0	-6
CCOC(=O)C1=C(c2ccccc2)Nc2ncnn2C1c1ccc(OC)c(OC)c1OC (configuration not stated)	-0.8	0.6	-4	-5	7	1	-4	-16	-1
COc1ccc(OCc2cc(C(=O)N(Cc3nccn3C)C(C)C)no2)c2ccccc12	0.2	0.5	5	2	-5	6	3	-4	3
CCCCN(C)CCN1C(=O)C2C(C(=O)Nc3cccc(OC)c3)C3C=CC2(O3)C1C(=O)NC1CCCCC1C (configuration not stated)	-1.8	-2.3	5	6	5	2	2	5	6
CC(C)c1ccc(NC(=O)CSc2nnc(-c3ccccn3)n2C)cc1	-0.5	/	/	-3	5	1	-1	-4	-3
COc1cc([N+](=O)[O-])ccc1NC(=S)Nc1cc(C(=O)OC(C)C)cc(C(=O)OC(C)C)c1	0.3	-1.2	-3	-5	3	0	-3	-1	0
CCOc1ccc2nc(N3CCC(C(=O)N4CCN(C(=O)c5ccco5)CC4)CC3)sc2c1	0.2	-0.3	-12	2	6	1	0	-13	11
O=C(c1csc2c1CCCC2)N1CCN(c2cccc(C(F)(F)F)c2)CC1	1.2	-3.1	-21	-6	8	3	-6	-1	-7
SMILES	TRHR agonist	D2 ag	D2 antagonist	TRHR enhancer	D1 antagonist	D1 agonist	D1 potentiator	RXFP1 antag	D2 potentiator
COc1ccc(Nc2nc(N)nc(COc3ccc(OC)cc3)n2)cc1	-0.7	0.1	-8	11	-29	0	-2	10	-5
COc1ccc(NC(=O)C2Cc3ccccc3C(=O)O2)cc1 (configuration not stated)	-0.3	0.2	-14	5	10	1	-12	/	7
CC(=O)C(N=Nc1ccccc1)(Sc1nnc(-c2ccccc2)n1-c1ccccc1)C(=O)Nc1ccccc1 (configuration not stated)	-0.5	1.4	1	5	-5	5	1	-17	-3
Nc1ccc(-n2nncc2-c2ccco2)cc1	0.3	0.8	20	7	-5	4	-4	-13	-9
CCOC(=O)/C(C#N)=C\N(C)C	-0.2	-0.1	-8	0	4	2	-1	-1	-5
COc1cccc(NC(=O)CCc2c(C)nc3c4cccnc4nn3c2C)c1	-0.7	/	/	2	-19	1	-4	-13	3
CCOC(=O)c1cc(-c2ccccc2)n(CC(=O)Nc2ccc(OC)c(OC)c2)c1C	0.8	-0.5	6	0	-10	0	-3	-2	-13
Brc1ccc(OCCn2ccnc2)cc1	-0.1	0.2	21	-1	8	0	3	13	-6
O=S(=O)(c1ccccc1)N1CCN(C(c2ccccc2)c2ccc(OC(F)(F)F)cc2)CC1 (configuration not stated)	0.8	0.4	5	0	9	6	1	-31	6
Fc1ccccc1-n1ncc2c1ncn1nc(Cc3ccccc3)nc21	-0.7	-0.5	/	-2	7	0	0	-21	-5
O=S(=O)(CCN1CCCCC1)Oc1ccc(Cl)cc1Cl	-0.3	0.9	-2	-1	-10	6	1	2	-6
c1ccc2c(OCCCN3CCCCCC3)cccc2c1	2.1	-0.4	74*	0	21	22	-10	-1	-32
Cc1cc(N/N=C/c2ccc([N+](=O)[O-])o2)nc2ccccc12	21	14	-26	7	2	48*	1	-27	-19
O=C(CN1CSCC1=O)N1CCN(S(=O)(=O)c2cc(C(F)(F)F)ccc2Cl)CC1	-0.3	-1.6	3	4	-18	0	-3	8	9
O=C(NCCCn1ccnc1)c1ccc(Br)cc1	0.1	-0.7	13	-4	4	2	-2	32	5
O=S1(=O)CCO[C@H]2Cc3ccccc3[C@H]2N1Cc1cccc(C(F)(F)F)c1	-0.1	0.5	-2	13	-10	7	-1	/	-6
Cc1nn2c(N3CCOCC3)c3c(nc2c1-c1ccccc1)CCCC3	-0.1	-0.8	-16	-2	1	2	6	-4	3
CC1=Nc2cc(C(=O)NCC3CCCO3)ccc2Sc2ccc(C)cc21 (configuration not stated)	0.1	0.5	-13	-2	0	12	-1	-7	-5
C1CCN=C(NC23CC4CC(CC(C4)C2)C3)CC1	0.0	2.4	15	1	5	0	3	/	13
Cc1cc(NC(=O)CSc2ncccc2C(=O)O)no1	0.2	-1.2	-4	3	-7	2	7	-17	2
Cc1nnc(C)c2c(C)n(-c3ccc(Br)cc3)c(C)c12	-0.4	-0.1	1	-2	3	1	-2	/	-7
O=C(CSc1nc2ccccc2c(=O)n1-c1cccc(C(F)(F)F)c1)NC1CC1	-0.4	-2.2	5	-3	2	1	-4	1	-5
CN1CCN(S(=O)(=O)c2cccc(C(=O)Oc3ccc(Br)cc3F)c2)CC1	0.5	-0.2	8	-1	-24	15	-8	-1	7
CCNc1c(NS(=O)(=O)c2ccc(Br)s2)c(=O)oc2ccccc12	0.1	-0.4	-9	2	-41*	-3	-3	3	9
O=C(C1CC(=O)N(C2CCCC2)C1)N1CCN(c2cccc(Cl)c2)CC1 (configuration not stated)	-0.6	0.8	21	-1	-9	13	-1	-19	3
SMILES	TRHR agonist	D2 ag	D2 antagonist	TRHR enhancer	D1 antagonist	D1 agonist	D1 potentiator	RXFP1 antag	D2 potentiator
CCN1CCc2nc3sc(C(=O)c4ccc(F)cc4)c(N)c3cc2C1	5.3	2.7	/	-9	-14	30*	0	3	-4
O=S(=O)(CCOc1ccccc1)N1CCOCC1	0.7	0.2	-6	0	-1	1	1	20	13
O=S(=O)(c1ccccc1)N1CC=C(c2ccccc2)CC1	0.4	1.6	-17	2	0	8	15	0	12
CCCC(C)NC(=O)c1ccc2[nH]c3c(c2c1)CC(C)CC3 (configuration not stated)	-0.6	-0.3	18	6	3	0	3	-18	3
CC(C)C(=O)Nc1ccc(NC(=O)c2ccc([N+](=O)[O-])cc2Cl)cc1	0.8	1.4	8	5	-59*	3	-4	-8	-3
C=C(C)Cn1c(N2CCN(CC)CC2)nc2c1c(=O)[nH]c(=O)n2C	0.2	-0.3	-1	1	-28	1	/	-3	0
Cc1ccc(NC(=O)C2CCCN2C(=O)Oc2ccccc2)c(C)c1 (configuration not stated)	-1.2	-0.2	5	-5	-24	-1	-4	-19	0
Clc1ccccc1Cc1noc(CN2CCSCC2)n1	-0.2	0.0	-11	8	2	2	-1	-17	-4

Random draw from the library. Share with any hit: about 7.1%.
